Compound activity: PubChem, several laboratories
MgcRacGAP inhibition – MgcRacGAP GTPase-activating activity inhibitors, confirmation, biochemical, ADP Hunter fluorescence | MgcRacGAP-stimulated Rac1 GTP hydrolysis, ADP Hunter fluorescence; higher % means a stronger effect; GST-tagged Rac1 F28L mutant substrate | one-dose inhibition, % at 30 µM; IC50 in µM for titrated hits | 340,000 compounds, 0.6% hits | AID 624330;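 active = first-screen hits whose inhibition reached a set limit at any dose in the follow-up dose series; inconclusive = inhibition above the set first-screen limit but never retested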;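 note: fluorescence reports GDP produced by GAP-driven GTP hydrolysis; strong numbers were not always called active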
RSV antiviral HEp-2 – inhibition of RSV-induced cytopathic effect – HEp-2 cells, primary 10 µM value included (AID 2391); CPE inhibition, % at 10 µM, or IC50 in µM where a hit was titrated; 310,000 compounds, 0.13% hits; HEp-2 cells, RSV-induced CPE inhibition; higher % means a stronger effect; in the data active = a potency from the dose series; inconclusive = CPE inhibition mostly from about 23% at the one dose, without a potency; inactive = the rest, 99 in 100 with CPE inhibition below about 21%; note: strong numbers were not always called active
GPR35 antagonists – GPR35 antagonists blocking zaprinast-driven arrestin recruitment, primary screen, imaging, U2OS, beta-arrestin-GFP, zaprinast agonist (AID 2058); U2OS GPR35 beta-arrestin-GFP translocation imaging, zaprinast antagonism; higher % means a stronger effect; inhibition, % at 10 µM; hits with a dose series show IC50 in µM; 290,000 compounds, 0.052% hits;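 active = inhibition of at least 50% with at least 30 cells and total cytoplasm GFP at most 10,000,000; inconclusive = under 30 cells or total GFP of 10,000,000 plus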
CSM14.1 death rescue – protection against thapsigargin-triggered cell killing – 384-well, CSM14.1, ATP luminescence, primary screen (AID 1222) | CSM14.1 thapsigargin-induced death rescue, ATP luminescence; higher % means a stronger effect | cellular ATP content (survival), % at 20 µM, or EC50 in µM where a hit was titrated | 190,000 tested, under 10 active;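 active = EC50 below 50 µM in the dose-response confirmation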;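 note: death triggered by thapsigargin at about 15 µM added after 2 h compound pretreatment; cell ATP read after overnight thapsigargin exposure of roughly 18 to 22 hours; normalized against plate controls of thapsigargin alone and 5% DMSO vehicle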
West Nile antiviral – West Nile virus antiviral activity, cell-based, CPE readout (AID 1621). 290,000 compounds, 0.02% hits. West Nile virus-infected cells, CPE inhibition; higher % means a stronger effect. one-dose CPE inhibition, % at 10 µM; IC50 in µM for titrated hits; in the data active = a potency from the dose series; inconclusive = CPE inhibition mostly from about 3.7% at the one dose, without a potency; inactive = the rest, 99 in 100 with CPE inhibition below about 2.2%; note: strong numbers were not always called active
LYP inhibition – PTPN22 lymphoid phosphatase activity blockers – biochemical, fluorescence intensity, uHTS (AID 1779); 290,000 compounds, 0.054% hits; inhibition, % at 11.5 µM; hits with a dose series show IC50 in µM; recombinant LYP phosphatase, fluorescence intensity; higher % means a stronger effect; in the data active = inhibition above about 50%;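 note: plate controls were vehicle with enzyme for no effect and no enzyme for full effect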
NS5 inhibitors – Dengue-2 NS5 methyltransferase inhibitors, primary screen, biochemical, confirmation dose response (AID 588689) | Dengue-2 NS5 methyltransferase capping enzyme assay, biochemical; higher % means a stronger effect | inhibition, % at 25 µM, or IC50 in µM where a hit was titrated | 340,000 compounds, 0.3% hits; in the data active = a potency from the dose series; inconclusive = inhibition above about 29% without an active follow-up result
Large T inhibition – SV40 large T antigen inhibitors, biochemical (AID 1903). SV40 large T antigen ATPase/helicase inhibition assay; higher % means a stronger effect. 310,000 compounds, 0.39% hits. one-dose inhibition, % at 20 µM; IC50 in µM for titrated hits; in the data active = a potency from the dose series; inconclusive = inhibition mostly from about 32% at the one dose, without a potency; inactive = the rest, 99 in 100 with inhibition below about 32%; note: strong numbers were not always called active
PhoP inhibition – PhoP-dependent GFP reporter repression – Salmonella Typhimurium, primary screen (AID 1863); S. Typhimurium PhoP-regulated promoter GFP reporter, 4 h; higher % means a stronger effect; one-dose inhibition, % at 50 µM; IC50 in µM for titrated hits; 300,000 compounds, 0.16% hits;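 active = inhibition over 29.93%, a cutoff 3 SD above the screen mean, later confirmed by dose response; inconclusive = inhibition over 29.93% but no dose response follow-up; inactive = inhibition at most 29.93% or unconfirmed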;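 note: 0% = low Mg2+ inducing control and 100% = high Mg2+ repressing control; strong numbers were not always called active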
NS5 inhibitors pilot replicate – second read-out of NS5 inhibitors, no call of its own (marks repeat the call); inhibition, %; measured here: pilot screen replicate inhibition
Numbers without * were called inactive; ? = inconclusive; nt = not tested or not shown.

SMILES	MgcRacGAP inhibition	RSV antiviral HEp-2	GPR35 antagonists	CSM14.1 death rescue	West Nile antiviral	LYP inhibition	NS5 inhibitors	Large T inhibition	PhoP inhibition	others
Cc1ccc(S(=O)(=O)N2CCN(Cc3ccccn3)CC2)cc1	26%	0.4%	2%	1.6%	-0.6%	-10%	-4%	4%	3%
COc1ccc(CCNC(=O)C(=O)NCC2CCCN2S(=O)(=O)c2ccccc2)cc1 (stereo not drawn)	6%	-1.4%	nt	nt	nt	nt	-15%	3%	-4%
Cc1ccc(-c2cc(N)n(-c3ccccc3)n2)cc1	11%	1.4%	-3%	-2.3%	0.2%	-6%	3%	9%	-9%
COc1ccc(OCC(=O)NNC(=O)CCc2ccccc2)cc1	6%	0.4%	4%	-0.2%	0.1%	-10%	-2%	-2%	-4%
Cc1ccc(-c2nnc3ccc(SCC(=O)Nc4cc(C)on4)nn23)cc1	11%	1.6%	4%	0.3%	?	0%	0%	1%	-17%
O=C(c1ccc2nc(N3CCCCC3)sc2c1)N1CCN(Cc2ccc3c(c2)OCO3)CC1	2%	2.0%	-6%	-0.3%	-0.8%	-4%	1%	3%	8%
Cc1ccc(CCNC(=O)Cn2ncc3c([nH]c4ccccc43)c2=O)cc1	6%	0.8%	3%	nt	0.1%	-5%	0%	7%	3%
Cc1nc(N(C)Cc2ccccc2)c2nnn(Cc3ccccc3)c2n1	0%	11%	15%	-5.2%	-0.8%	6%	4%	9%	-4%
COC(=O)CSc1nnc(-c2ccccc2O)n1-c1ccc(C)cc1	7%	2.6%	22%	-0.7%	0.1%	0%	-5%	9%	5%
CCOC(=O)c1c(C)oc2ccc(OCC(N)=O)cc12	10%	4.7%	-10%	-2.5%	0.1%	-1%	1%	8%	-2%
COC(C[C@@H](O)C[C@H](O)[C@H](C)OCc1ccccc1)OC	6%	0.0%	nt	nt	0.3%	nt	2%	2%	nt
CCC(=O)Nc1nc(C)c(C(=O)Nc2cccc(Cl)c2)s1	0%	-0.5%	8%	nt	-0.8%	-8%	-5%	-4%	0%
O=C(Nc1nc2ccccc2s1)Nc1ccc([N+](=O)[O-])cc1Cl	nt	0.5%	-5%	nt	0.1%	-5%	nt	5%	1%
O=S1(=O)CCC(NCC2CCCO2)C1 (stereo not drawn)	1%	0.9%	-7%	2.2%	0.0%	-10%	2%	10%	-3%
COc1cc(/C=N/n2cnnc2)ccc1OC(=O)c1ccncc1	31µM*	2.7%	-1%	1.2%	0.9%	-5%	-6%	75µM*	10%
Clc1ccc(Cn2cc(/C=N/n3cnnc3)c3ccccc32)cc1	12%	6.2%	-7%	-2.1%	-0.6%	9%	nt	0%	-6%
Cc1ccc(C(c2nnnn2C2CCCC2)N2CCN3CCCC3C2)cc1 (stereo not drawn)	0%	0.6%	0%	0.1%	-0.9%	-5%	1%	14%	0%
CCOC(=O)CNC(=O)Cn1cnc2c(nnn2-c2ccc(F)cc2)c1=O	9%	0.8%	-14%	-1.2%	0.3%	-14%	-7%	9%	16%
COc1ccc(-c2cc3nc4c(c(N5CCC6(CC5)OCCO6)n3n2)CCC4)cc1	10%	5.5%	-9%	2.7%	0.8%	1%	nt	nt	nt
COCCN(CCOC)c1nc(N)c2c(N)nc3c(c2c1C#N)CC(=O)N3Cc1ccc(Cl)cc1	17%	1.9%	-3%	0.1%	1.1%	-2%	-5%	7%	5%
CCC(=O)c1ccc(OCCN2CCOCC2)cc1	6%	-1.3%	-1%	nt	0.9%	-1%	-2%	14%	2%
Cc1cc(=O)oc(C)c1C(=O)NCCc1ccc(F)cc1	4%	1.2%	-4%	-2.8%	1.4%	-2%	2%	2%	-5%
Cc1oc(-c2ccc(Cl)cc2)nc1CN1CCC(C(=O)NCc2cccnc2)CC1	5%	-0.8%	2%	-0.5%	-0.9%	-7%	-3%	16%	-1%	NS5 inhibitors pilot replicate=-5.2
CCOC(=O)C1CCN(S(=O)(=O)c2ccc(Cl)nc2)CC1	10%	0.7%	7%	nt	-0.3%	-8%	-11%	1%	-9%
Cn1ncc(Cl)c1C(=O)NCc1ccc(Cl)cc1	3%	5.0%	-7%	-0.4%	-1.0%	-9%	-7%	-105%	5%
NC(=O)c1ccccc1OCC(=O)Nc1ccc(Cl)c(Cl)c1	4%	11%	3%	nt	0.8%	0%	-13%	16%	5%
CCOC(=O)/C(C#N)=C/c1cn(CCOc2ccccc2)c2ccccc12	3%	3.6%	18%	1.8%	-0.6%	4%	nt	14%	-7%
Cc1ccc(NC(=O)CSc2ccc3c(c2)OCCO3)nc1	13%	2.2%	nt	nt	nt	nt	-3%	15%	0%
O=C1Nc2ccccc2/C1=N\N1CCOCC1	3%	2.6%	-5%	nt	0.1%	-4%	-5%	28%	nt
O=C(C1CCC(=O)N1C1CCCCC1)N1CCN(c2ccc(F)cc2)CC1 (stereo not drawn)	2%	0.9%	4%	-1.8%	-0.6%	-2%	-7%	4%	7%

Arranged by number of heavy atoms (low to high): part of the list above.
SMILES	MgcRacGAP inhibition	RSV antiviral HEp-2	GPR35 antagonists	CSM14.1 death rescue	West Nile antiviral	LYP inhibition	NS5 inhibitors	Large T inhibition	PhoP inhibition	others
O=S1(=O)CCC(NCC2CCCO2)C1 (stereo not drawn)	1%	0.9%	-7%	2.2%	0.0%	-10%	2%	10%	-3%
O=C1Nc2ccccc2/C1=N\N1CCOCC1	3%	2.6%	-5%	nt	0.1%	-4%	-5%	28%	nt
Cn1ncc(Cl)c1C(=O)NCc1ccc(Cl)cc1	3%	5.0%	-7%	-0.4%	-1.0%	-9%	-7%	-105%	5%
CCC(=O)c1ccc(OCCN2CCOCC2)cc1	6%	-1.3%	-1%	nt	0.9%	-1%	-2%	14%	2%
CCOC(=O)C1CCN(S(=O)(=O)c2ccc(Cl)nc2)CC1	10%	0.7%	7%	nt	-0.3%	-8%	-11%	1%	-9%
Cc1ccc(NC(=O)CSc2ccc3c(c2)OCCO3)nc1	13%	2.2%	nt	nt	nt	nt	-3%	15%	0%
O=C(Nc1nc2ccccc2s1)Nc1ccc([N+](=O)[O-])cc1Cl	nt	0.5%	-5%	nt	0.1%	-5%	nt	5%	1%
COc1cc(/C=N/n2cnnc2)ccc1OC(=O)c1ccncc1	31µM*	2.7%	-1%	1.2%	0.9%	-5%	-6%	75µM*	10%
Cc1ccc(C(c2nnnn2C2CCCC2)N2CCN3CCCC3C2)cc1 (stereo not drawn)	0%	0.6%	0%	0.1%	-0.9%	-5%	1%	14%	0%
COc1ccc(-c2cc3nc4c(c(N5CCC6(CC5)OCCO6)n3n2)CCC4)cc1	10%	5.5%	-9%	2.7%	0.8%	1%	nt	nt	nt
COCCN(CCOC)c1nc(N)c2c(N)nc3c(c2c1C#N)CC(=O)N3Cc1ccc(Cl)cc1	17%	1.9%	-3%	0.1%	1.1%	-2%	-5%	7%	5%

Remaining list, next part.
SMILES	MgcRacGAP inhibition	RSV antiviral HEp-2	GPR35 antagonists	CSM14.1 death rescue	West Nile antiviral	LYP inhibition	NS5 inhibitors	Large T inhibition	PhoP inhibition	others
COc1cccc(OCc2cc(C(=O)N(Cc3nccn3C)C(C)C)no2)c1	12%	0.1%	12%	nt	-0.4%	-4%	-2%	0%	-5%
COc1ccc(N(CC(=O)N/N=C/c2ccc(OC)cc2OC)S(=O)(=O)c2ccccc2)cc1	7%	3.4%	-5%	nt	1.0%	8%	2%	2%	10%
Cn1c(=O)c2c(SCC(=O)N3CCCC3)nc(-c3ccccc3)nc2n(C)c1=O	11%	2.7%	2%	nt	-0.1%	-9%	0%	6%	-3%
OCC[C@@H]1C[C@@H](O)[C@H](O)[C@@]2(CCCO2)O1	2%	0.3%	nt	nt	-0.3%	nt	-2%	22%	nt
O=S(=O)(NCc1ccc(C(F)(F)F)cc1)c1ccc(-n2cnnn2)cc1	0%	1.3%	12%	nt	0.1%	-7%	11%	12%	-11%
COc1cc(O)c(C(CCN2CCCC(C)C2)c2ccc(N(C)C)cc2)c(OC)c1 (stereo not drawn)	19%	-0.9%	-11%	nt	-1.2%	5%	-3%	25%	-2%
CCCOC(=O)CCn1c(=S)oc2ccccc21	5%	1.9%	10%	1.9%	0.1%	-6%	2%	8%	-11%
CS(=O)(=O)c1cccc(C(=O)Oc2ccccc2)c1	2%	1.4%	2%	0.1%	0.5%	-7%	2%	19%	5%
COc1ccc(N2CC(NS(=O)(=O)c3cccnc3)CC2=O)cc1 (stereo not drawn)	13%	-0.1%	nt	nt	nt	nt	-7%	1%	5%
CCCCNC(=O)[C@@H]1CC=C[C@@H]2CCN(Cc3ccc(Cl)c(Cl)c3)C(=O)[C@@H]21	8%	5.5%	nt	nt	-0.8%	nt	-12%	19%	nt

2 entries drawn at random from those above, as already listed:
SMILES	MgcRacGAP inhibition	RSV antiviral HEp-2	GPR35 antagonists	CSM14.1 death rescue	West Nile antiviral	LYP inhibition	NS5 inhibitors	Large T inhibition	PhoP inhibition	others
CCCCNC(=O)[C@@H]1CC=C[C@@H]2CCN(Cc3ccc(Cl)c(Cl)c3)C(=O)[C@@H]21	8%	5.5%	nt	nt	-0.8%	nt	-12%	19%	nt
COc1cccc(OCc2cc(C(=O)N(Cc3nccn3C)C(C)C)no2)c1	12%	0.1%	12%	nt	-0.4%	-4%	-2%	0%	-5%

Additional entries follow:
SMILES	MgcRacGAP inhibition	RSV antiviral HEp-2	GPR35 antagonists	CSM14.1 death rescue	West Nile antiviral	LYP inhibition	NS5 inhibitors	Large T inhibition	PhoP inhibition	others
CCC(C(=O)OCC(=O)NC(=O)c1ccccc1OC)c1ccccc1 (stereo not drawn)	5%	0.3%	nt	nt	nt	nt	7%	3%	3%
COc1ccc(S(=O)(=O)N2CCOC2CNC(=O)C(=O)NCCN2CCOCC2)cc1OC (stereo not drawn)	9%	0.8%	-11%	nt	-0.3%	-8%	1%	13%	-9%
O=C1CC(/C=C/c2ccccn2)=Nc2ccccc2N1	-9%	-1.1%	-10%	-0.7%	0.2%	4%	0%	7%	-2%
O=C(C1CCCN(S(=O)(=O)c2ccccc2)C1)N1CCCc2ccccc21 (stereo not drawn)	3%	9.6%	-2%	2.8%	0.1%	-3%	-13%	2%	0%
CCn1c(SC2CCOC2=O)nnc1-c1ccc(Cl)cc1 (stereo not drawn)	4%	1.4%	-15%	0.8%	0.5%	-5%	-5%	0%	0%
Cc1ccc(NC(=O)CSc2nnc(-c3ccncc3)n2C)cc1S(=O)(=O)N1CCOCC1	-2%	-0.8%	11%	-1.0%	0.1%	-5%	nt	12%	2%
